# HCV inh – qHTS Assay for Inhibitors of Hepatitis C Virus (HCV); Huh7.5.1 HCVcc-Cre infection, luciferase reporter, 44 h; Potency, µM (highest dose often 41.8 µM), inactives show top-dose activity change, negative = inhibition, hits mostly inhibitors; 3.4% of 340,000 active; AID 651820, 2012; also: potency is read from the fitted curve at half-maximal effect
#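 Luciferase read-out (15 sec integration) after a 15 min room-temperature substrate step quantifies HCVcc-Cre infection. Cells, 1,000 per well, had compound added 4 h post-plating, then virus at ~0.5 moi, and were cultured 44 h.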
# AMA1 RON2 block – qHTS for Inhibitors of AMA1-RON; Towards Development of Antimalarial Drug Lead: Primary Screen; AlphaScreen AMA1-biotinylated RON2 peptide binding; Potency, µM (doses to about 58.2 µM), for the others: at the top dose activity change, negative = inhibition, actives largely listed as inhibitors; 0.2% of 360,000 active;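 also: potency is read from the fitted curve at half-maximal effect; 0% = vehicle wells and -100% = peptide control; nearly all actives have a fitted effect of over 45% in size; some results filed as inactive show a strong effect at the top dose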
#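 AMA1 (3D7) with his tag at 25 nM final met compounds first, then biotinylated RON2 peptide at 25 nM; detection used donor plus acceptor beads, 10 µg/mL apiece, read by AlphaScreen after 30 min at room temperature.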
# FBPA Giardia inh – qHTS Assay for Inhibitors of Fructose-1,6-bisphosphate Aldolase from Giardia Lamblia. 0.71% of 290,000 active. Potency, µM (doses to about 59.6 µM), for inactives: top-dose activity, negative = inhibition, usual class: inhibitors. purified Giardia FBPA. A8B2U2; also: potency is read from the fitted curve at half-maximal effect; nearly all actives have a fitted effect of over 55% in size
# Target sequence (A8B2U2 whole entry, looked up): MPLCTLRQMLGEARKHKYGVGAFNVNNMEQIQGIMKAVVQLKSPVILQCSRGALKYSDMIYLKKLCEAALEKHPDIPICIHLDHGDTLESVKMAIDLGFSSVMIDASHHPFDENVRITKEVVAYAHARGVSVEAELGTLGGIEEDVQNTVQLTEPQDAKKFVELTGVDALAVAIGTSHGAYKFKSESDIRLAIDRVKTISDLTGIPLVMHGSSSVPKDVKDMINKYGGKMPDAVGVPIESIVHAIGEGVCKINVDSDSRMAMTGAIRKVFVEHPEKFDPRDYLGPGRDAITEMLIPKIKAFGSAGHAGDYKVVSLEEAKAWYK
#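 40 nM FBPA preincubated 10 min at RT with compound (up to 57.5 uM final), then substrate plus GAPDH/TPI/NAD/arsenate coupling and diaphorase/resazurin added. Fluorescence read after 20 min at RT, 525/598 nm.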
# AmpC detergent – qHTS Inhibitors of AmpC Beta-Lactamase (assay with detergent) | P00811 | AmpC hydrolysis of nitrocefin, absorbance 480 nm, 0.01% Triton | Potency, µM (highest dose often 114 µM), inactives show at the top dose activity change, negative = inhibition, hits mostly inhibitors | 0.041% of 370,000 active;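 also: potency is read from the fitted curve at half-maximal effect; 0% = no-compound wells and -100% = no-enzyme wells; nearly all actives have a fitted effect of over 25% in size; some results filed as inactive show a strong effect at the top dose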
# Target sequence (P00811 whole entry, looked up): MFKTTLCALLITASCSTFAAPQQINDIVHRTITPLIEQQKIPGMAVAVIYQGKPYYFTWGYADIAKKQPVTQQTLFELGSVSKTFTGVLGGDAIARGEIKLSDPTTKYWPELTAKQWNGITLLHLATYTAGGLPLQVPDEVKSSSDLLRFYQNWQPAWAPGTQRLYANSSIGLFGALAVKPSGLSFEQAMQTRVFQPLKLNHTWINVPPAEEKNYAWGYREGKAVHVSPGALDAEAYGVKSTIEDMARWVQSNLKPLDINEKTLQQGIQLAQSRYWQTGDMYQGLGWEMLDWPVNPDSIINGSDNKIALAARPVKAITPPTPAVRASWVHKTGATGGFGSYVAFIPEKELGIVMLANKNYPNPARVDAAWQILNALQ
#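 AmpC (5.3 nM in the dispensed reagent) in 20 mM phosphate pH 7.0 with 0.01% (detergent screen) or 0.0001% Triton X-100 was preincubated with compounds for 15 min at room temperature. Nitrocefin was then added from an 800 uM solution, and hydrolysis was followed at 480 nm.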
# HCMV antiviral – qHTS Assay for inhibitors of the human cytomegalovirus (HCMV). 4.5% of 410,000 active. activity change, negative = inhibition, % at 57.5 µM. HFF cells, HCMV-luciferase reporter, 72 h; hits give low values; in the data active = activity change below about -60%; inconclusive = no clear call, values can overlap the other calls; inactive = above about -39%
#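 HFF cells seeded 16 h at 37C, treated with compounds, infected with luciferase-reporter HCMV at MOI 1 PFU/cell; luciferase read at 72 h post infection, normalized to buffer-only and Salinomycin controls.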
# Sm TGR block – qHTS Assay for the Inhibitors of Schistosoma Mansoni Peroxiredoxins; 3% of 360,000 active; AID 485364, 2010; Schistosoma mansoni thioredoxin glutathione reductase (TGR), Q962Y6; Potency, µM (highest dose often 114 µM), without a hit: top-dose activity change, negative = inhibition, hits mostly inhibitors; purified TGR, DTNB reduction, TNB absorbance 405 nm; also: potency is read from the fitted curve at half-maximal effect; nearly all actives have a fitted effect of over 60% in size
#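 TGR 20 nM + NADPH 100 uM (dispensed conc.), cpd preinc 15 min RT; start with NADPH (500 uM addition) then DTNB (15 mM addition). Kinetic TNB absorbance, 405 nm filter. Four-parameter Hill fit across titration.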
# An asterisk follows results filed as active; ? = inconclusive; . = no result given; & = joins results of further samples; [ ] = another dose, or the depositor's remark. Unless noted, calls follow the shape of the dose curve; as a rule, active = well fitted curve in the direction sought with a large enough effect; inconclusive = small, poorly fitted or top-dose-only effect, or another doubt; inactive = no such curve, though single readings can be large; an effect the other way counts as inactive or inconclusive. Unless noted, % is scaled to controls: 0 for no effect and ±100 for the full control effect.
SMILES,HCV inh,AMA1 RON2 block,FBPA Giardia inh,AmpC detergent,HCMV antiviral,Sm TGR block
COc1ccc(Nc2nc(Nc3ccc(OC)cc3OC)nc(N3CCOCC3)n2)c(OC)c1,.,.,.,-11%,-24,-4%
Cc1cccc(-n2c(N)cc(=O)nc2SCC(=O)Nc2nnc(C)s2)c1,28%,26%,-25%,2%,-15,3%
CC12CCC(C/C1=N\N=C1\NC(=O)/C(=C\c3cccc(Br)c3)S1)C2(C)C (configuration not stated),-28%,11%,0%,0%,-30,0%
Nc1nc(CSc2ncn(-c3ccccc3)n2)cs1,?,3%,1%,-4%,92,-4%
CC(CCc1ccccc1)NC(=O)COC(=O)c1cccs1 (configuration not stated),1%,9%,4%,?,-31,11%
Cn1cc(SCC(=O)O)c2ccccc21,13%,-12%,4%,-5%,27,5%
CCN(CC)S(=O)(=O)c1ccc(N2CCOCC2)c(NS(=O)(=O)c2cccs2)c1,7%,-1%,.,6%,-20,0%
CC(CCc1ccccc1)NC(=O)c1ccc(Br)o1 (configuration not stated),-15%,1%,-2%,-13%,-10,-2%
COc1ccc(C2CC(c3ccc(C(F)(F)F)cc3)=NN2c2ccc(S(N)(=O)=O)cc2)cc1 (configuration not stated),?,78%[activator],.,.,-19,.
CCCC(=O)Nc1sc(C)c(C)c1C(=O)Nc1cccc(C)c1,-3%,14%,1%,-3%,?,3%
O=C(CCNS(=O)(=O)c1cccc2nsnc12)NCc1ccccc1,?,-5%,-3%,4%&8%,61&-15,0%&-3%
O=C(Cn1cc(C=C2C(=O)NC(=O)NC2=O)c2ccccc21)NCC1CCCO1 (configuration not stated),13%,11%,4%,-1%,4,-33%
CCOC(=O)CN1C(=O)Nc2ccc(Br)cc2C1c1ccccc1 (configuration not stated),-24%,0%,.,0%,20,6%
Fc1ccc(/C=N/n2c(COc3ccccc3)n[nH]c2=S)cc1,5%,103%[activator],5%,?,-3,-1%
CSc1nc2c(c(=O)[nH]1)C(c1ccccc1Cl)CC(=O)N2 (configuration not stated),19%,-3%,3%,2%,-4,-11%
N/C(Cc1cccc2ccccc12)=N\OC(=O)c1cccs1,6%,17%,-23%,-1%,.,-23%
Cc1ccccc1NS(=O)(=O)c1ccc(C)c(C(N)=O)c1,6%,-1%,4%,?,3,-1%
CCN(Cc1ccccc1)C(c1ccc(C)cc1)c1nnnn1C(C)(C)C (configuration not stated),4%,-13%,1%,-15%,-25,7%
O=C(CN(c1ccc(Cl)cc1)S(=O)(=O)c1ccc(Cl)c([N+](=O)[O-])c1)NCCc1ccccc1,11µM*,11%,4%,-1%,37,.
COC(=O)[C@H](Cc1ccccc1)NC(=O)[C@@]1(C)C[C@@H]1[C@@H](NC(=O)OCc1ccccc1)c1ccccc1,-6%,-4%,-7%&-4%,-9%,3,-1%
Cc1cccc(NC(=O)CCCN2C(=O)c3ccccc3C2=O)n1,-12%,-6%,2%,2%,14,8%
CCOc1ccc(OCC)c(NC(=O)C2CCN(S(=O)(=O)c3c(C)[nH]c(=O)[nH]c3=O)CC2)c1,19%,11%,5%,3%,5,5%
CCN(C(=O)COC(=O)c1c(C)nsc1NC)c1ccccc1,-28%,0%,.,-4%,-16,0%
Nc1nc(SCC(=O)NCCCN2CCOCC2)nc2sc3c(c12)CCC3,16%,-6%,-5%[12.9 µM],-13%,?,5%
Cc1cc(C)nc(NS(=O)(=O)c2ccc(NS(=O)(=O)c3ccc(C#N)cc3)cc2)n1,19%,-9%,.,-2%,58,4%

# Two compounds from above with just AmpC detergent, AMA1 RON2 block and HCV inh.
molecule	AmpC detergent	AMA1 RON2 block	HCV inh
CCN(CC)S(=O)(=O)c1ccc(N2CCOCC2)c(NS(=O)(=O)c2cccs2)c1	6%	-1%	7%
CC(CCc1ccccc1)NC(=O)c1ccc(Br)o1 (configuration not stated)	-13%	1%	-15%

# New compounds follow:
SMILES,HCV inh,AMA1 RON2 block,FBPA Giardia inh,AmpC detergent,HCMV antiviral,Sm TGR block
Cc1cc(=O)[nH]c2nnc(SCc3ccc(Cl)cc3)n12,.,.,.,-14%,-38,-4%
O=C(NNC(=O)c1ccc([N+](=O)[O-])cc1)c1ccc(NS(=O)(=O)c2cccs2)cc1,-4%,4%,.,.,4,.
CCOc1ccc(CNC(=O)CCCn2ccc3cc(S(=O)(=O)N4CCCC4)ccc32)cc1,?,0%,.,0%,?,-9%
O=S(=O)(NCC(c1cccnc1)N1CCc2ccccc2C1)c1ccccc1 (configuration not stated),2%,-2%,6%,-13%,13,0%
Cc1c(Cl)cccc1NC(=O)C1=COCCO1,5%,-13%,.,-13%,-4,-4%
O=C(COc1ccc(S(=O)(=O)NC2CCCCC2)cc1)Nc1ccc2c(c1)OCCO2,?,-1%,3%,5%,-24,7%
COc1ccccc1CNC(=O)Cn1ccc2cc(S(=O)(=O)N3CCCC3)ccc21,?,-4%,4%,?,9,-10%
Cc1ccc(-c2[nH]ncc2/C=N/n2c(COc3ccccc3C)nc3ccccc3c2=O)cc1,?,26%,7%,-9%,-89*,7%
CCCCCCSc1nnc(N)s1,-17%,-15%,1%,-11%,-31,6%
CCN(CC)S(=O)(=O)c1ccc(C)c(NC(=S)N2CCN(Cc3ccc4c(c3)OCO4)CC2)c1,6.3µM*,-16%,-4%,9%,-99*,1%
CCN(C(=O)C1CCC(CNS(=O)(=O)c2cccc3nsnc23)CC1)c1ccc(C)c(C)c1 (configuration not stated),.,.,.,17%,21,13%
COCCNC(=O)Cn1cc(C(=S)N2CCOCC2)c2ccccc21,-9%,3%,-8%,4%,12,.
O=C1c2ccccc2C(=O)N1c1ccc(Cl)cc1,.,.,1%,-4%,.,8%
Cc1cc(=O)oc2cc(OCC(=O)NCCCn3ccnc3)ccc12,-20%,3%,-7%,0%,?,6%
CCc1cnc2c(c1SCC(=O)NCc1ccc(F)cc1)c(=O)n(C)c(=O)n2C,.,.,.,1%,?,50%[activator]
C=C(C)[C@@H](O)COc1c2ccoc2cc2oc(=O)ccc12,-27%,-8%,.,6%,-3,-2%
CCCNC(=O)c1ccc2c(c1)CCN2S(C)(=O)=O,-11%,-8%,3%,-3%,-32,-1%
O=C(N/N=C\c1cccnc1)c1ccccc1O,11%,6%,-4%,-12%,161,-24%
CC1CCC(NC(=O)CSc2nncs2)CC1 (configuration not stated),8%,1%,.,-16%,-15,1%
CCC(CC)CN1CCN=C1N(C)C,7%,-1%,16%,-16%,-20,8%
CCOc1ccc(CCNC(=O)COC(=O)Cc2c[nH]c3ccccc23)cc1OCC,?,0%,.,?,12,-7%
Cc1cc(C)cc(NC(=S)N2CCC(N(C)CC3CCCO3)CC2)c1 (configuration not stated),-4%,-1%,3%,-2%,0,-34%
Cc1cc(C)nc(Nc2nc3ccccc3o2)n1,-16%,26%,-21%,-1%,68,-1%
CC(C)OC(=O)CSc1nnc(-c2ccc(O)cc2)n1Cc1ccccc1,2%,-17%,6%,6%,-35,-5%
COc1ccnc(Oc2ccccc2)c1C(N)=O,15%,-18%,3%,1%,-27,1%

# Further entries:
SMILES,HCV inh,AMA1 RON2 block,FBPA Giardia inh,AmpC detergent,HCMV antiviral,Sm TGR block
COc1ccc(N(CC(=O)N2CCN(Cc3ccc4c(c3)OCO4)CC2)S(=O)(=O)c2ccc(F)cc2)cc1,?,-3%,-11%,3%,?,-15%
C/C=C/c1ccc(OCC(O)CN2CCCCC2CC)c(OC)c1 (configuration not stated),2.5µM*,4%,?,-7%,-38,-6%
CC12CN3CC(C)(CN(C1)C3c1ccc(Br)cc1)C2 (configuration not stated),4%,19%,7%,-9%,-5,-13%
COc1ccc(Cl)cc1N(C)C(=O)C(=O)Nc1ccc2nc3n(c(=O)c2c1)CCCCC3,.,.,.,-8%,-36,-10%
Cc1c(NS(=O)(=O)c2ccc(C(=O)N(C)Cc3cccc(Cl)c3Cl)cc2)c(=O)n(-c2ccccc2)n1C,?,-21%,.,.,-17,.
COc1ccc(Nc2nc(=O)[nH]nc2C)cc1,2%,-1%,-3%,0%,14,2%
C(=N\Nc1ccccn1)/c1c[nH]c2ccccc12,-24%,40%[activator],0%,3%,-68*,11%
CCCN1C(=O)C2(/C(=C(\O)c3ccc4c(c3)OCCO4)C(=O)C(=O)N2CCCOC)c2ccccc21 (configuration not stated),-9%,-17%,6%,-6%,2,7%
Cn1cccc1C(=O)NNC(=O)COc1ccccc1Cl,2%,48%[activator],.,3%,2,-1%
Cc1ccc(OCC(=O)Nc2ccc(NC(=O)c3cccs3)cc2)c(C)c1,-28%,-14%,-1%,?,-91*,-2%
Cc1nn(CC(=O)Nc2ccc(N3CCOCC3)cc2)c(C)c1Br,.,-7%,8%,?,20,-21%
CCC(C)[C@H](NC(=O)N1CCN(c2cccc(C(F)(F)F)c2)CC1)C(=O)OC (some centres not stated),-5%,-4%,1%,-3%,-26,-2%
COC(=O)c1ccc(NC(=S)Nc2ccc3ccccc3c2)cc1,-9%,-10%,-3%,-1%,141,-32%
O=C(CSc1nc2c(c(=O)[nH]1)CCC2)Nc1cccc(F)c1,-20%,1%,-15%,1%,53,0%
NS(=O)(=O)c1ccc(NC(=O)c2c(F)cccc2Cl)cc1,12%,-10%,0%,5%,26,5%
CCN(C(=O)COc1ccc(C)nc1[N+](=O)[O-])C1CCS(=O)(=O)C1 (configuration not stated),21%,11%,1%,-5%,12,-14%
CC(/C=N/NC(=O)c1ccccc1C)=C\c1ccccc1,-5%,10%,.,.,-12,.
O=C(Cc1cccs1)Nc1ccc(F)cc1,11%,-3%,8%,-7%,15,1%
Cc1ccc(NC(=O)COC(=O)/C=C/c2ccc(Br)o2)cc1S(=O)(=O)N(C)C,-24%,-2%,-2%,3%,-38,25µM*
CNC(=O)C1CCC(Cn2c(=O)c3sccc3n(CC(=O)NCc3ccc(F)cc3)c2=O)CC1 (configuration not stated),.,.,.,3%,33,2%
O=C(Nc1nc2ccccc2[nH]1)C1CCN(C(=O)c2ccc(F)cc2)CC1,-2%,63%[activator],.,-8%,4,-5%

# Laid out differently: four of the compounds above.
O=C(CSc1nc2c(c(=O)[nH]1)CCC2)Nc1cccc(F)c1
  HCV inh: -20%; AMA1 RON2 block: 1%; FBPA Giardia inh: -15%; AmpC detergent: 1%; HCMV antiviral: 53; Sm TGR block: 0%

COC(=O)c1ccc(NC(=S)Nc2ccc3ccccc3c2)cc1
  HCV inh: -9%; AMA1 RON2 block: -10%; FBPA Giardia inh: -3%; AmpC detergent: -1%; HCMV antiviral: 141; Sm TGR block: -32%

Cc1ccc(OCC(=O)Nc2ccc(NC(=O)c3cccs3)cc2)c(C)c1
  HCV inh: -28%; AMA1 RON2 block: -14%; FBPA Giardia inh: -1%; AmpC detergent: ?; HCMV antiviral: -91*; Sm TGR block: -2%

CC12CN3CC(C)(CN(C1)C3c1ccc(Br)cc1)C2 (configuration not stated)
  HCV inh: 4%; AMA1 RON2 block: 19%; FBPA Giardia inh: 7%; AmpC detergent: -9%; HCMV antiviral: -5; Sm TGR block: -13%

# Compound activity as filed in PubChem.
